KCNQ1 inh: blocks the human KCNQ1 potassium channel. P51787. CHO-K1 KCNQ1, FluxOR thallium flux fluorescence; active compounds read high. B-score at 10 µM. 310,000 compounds, 1.3% hits. AID 2642;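 active means compounds whose thallium flux B-score, printed positive for inhibition, exceeds three library SD while starting fluorescence stays within three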;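 further: channel opened by potassium depolarization with thallium stimulus after 20 min compound exposure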
hERG protect: hERG (human) protection from proarrhythmic block; activation (rescue from dofetilide block), less the hit threshold, % at 10 µM; Q12809; 310,000 compounds, 0.51% hits; CHO-hERG, FluxOR thallium flux, dofetilide IC70 present; AID 1511;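 active means activation above the mean of controls blocked by dofetilide plus 5 SD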;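 further: thallium influx through hERG after potassium depolarization seen as dye fluorescence rise; in these data hits start at about 4.7%; inactives centre near -7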
TMEM16A inh: mouse TMEM16A channel inhibition, primary screen; HEK293 TMEM16A/YFP iodide influx fluorescence, ionomycin; AID 588511; normalized B-score (activity score, 25-100; higher = stronger inhibition) at 10 µM; 310,000 compounds, 1.2% hits; Q8BHY3;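 active means ratio plate-corrected score three or more library SD toward inhibition, starting fluorescence score within five deviations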;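 further: score derived from kinetic fluorescence span divided by baseline fluorescence per well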
SKKanGAS inh: SKKanGAS growth inhibition; S. pyogenes SKKanGAS, kanamycin growth, BacTiter-Glo, 6 h; 300,000 compounds, 1.3% hits; inhibition, % at 7.5 µM;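 active means mean replicate score, as percent of positive control median, at least 50; inconclusive means mean below 50 but one replicate at or above 50; inactive means mean and every replicate below 50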;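 further: strain carries kanamycin resistance gene driven by streptokinase promoter and grows in 40 µg/ml kanamycin; loss of luminescence reflects streptokinase promoter inhibition or plain growth inhibition; 0% = median of DMSO wells and 100% = positive control at its reference dose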
ANO1 activ: activators or potentiators of mouse TMEM16A chloride channel; HEK293 TMEM16A/YFP-H148Q/I152L, iodide quench fluorescence; active compounds read low; 340,000 compounds, 0.3% hits; B-score at 10 µM; Q8BHY3;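 active means fluorescence-ratio B-score plate-corrected deviation score at least 3 library SD below zero, with starting fluorescence score within 5 deviations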;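 further: channel opened by trigger with iodide after compound preincubation; score built on the fluorescence ratio of max minus min over baseline; more negative score means more quench and so TMEM16A activation or potentiation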
HDAC3 inhib: human HDAC3 inhibition; inhibition, % at 8.3 µM; recombinant HDAC3, fluorogenic peptide/trypsin coupled, fluorescence; 320,000 compounds, 0.15% hits; O15379; in the data active means inhibition above about 26%, passing the limit was not always enough; inconclusive means no clear call, values can overlap the other calls
RGS4 block: human RGS4 inhibition | 310,000 compounds, 0.45% hits | HEK293 M3R/RGS4 inducible, Fluo-4 calcium flux; active compounds read high; triggered by carbachol at its EC20 | AID 463165 | P49798 | B-score at 10 µM;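 active means B-score, a plate-corrected calcium signal, over three deviations above library mean, with baseline fluorescence within five deviations of library mean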;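 further: RGS4 expression induced by doxycycline in cells with stable M3 receptor; B-score is computed from the integrated fluorescence ratio over baseline after carbachol; higher B-score means a larger calcium signal and so more RGS4 inhibition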
Target sequence (P49798 whole entry, looked up): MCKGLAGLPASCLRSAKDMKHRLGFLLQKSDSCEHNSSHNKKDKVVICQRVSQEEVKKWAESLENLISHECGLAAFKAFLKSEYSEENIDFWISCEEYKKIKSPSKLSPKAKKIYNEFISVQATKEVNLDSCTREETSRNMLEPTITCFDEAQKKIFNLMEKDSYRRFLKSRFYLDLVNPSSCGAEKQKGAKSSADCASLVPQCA
KCNQ1 act: human KCNQ1 channel potentiation or activation. P51787. CHO-K1 KCNQ1, thallium flux FluxOR fluorescence; active compounds read high. B-score at 10 µM. 310,000 compounds, 0.35% hits. AID 2648;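 active means fluorescence ratio B-score, a plate-corrected score, at least three library SD, with initial intensity B-score within 5 SD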
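Test system: CHO-K1 cells stably expressing KCNQ1 / Medium: assay buffer / Also added: depolarizing K+/Tl+ stimulus, K2SO4 and Tl2SO4 each 12.5 mM in 5x stock / Incubation: 90 min dye loading and 20 min compound exposure, both at room temperature / Signal: thallium influx via FluxOR fluorescence, kinetic imaging / Evaluation: B score of baseline-normalized fluorescence ratio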
KCNK3 block: human KCNK3 channel inhibition, primary screen; CHO-KCNK3 thallium flux, FluxOR fluorescence; active compounds read low; B-score at 10 µM; 340,000 compounds, 0.84% hits;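 active means B-score under library mean minus 4 SD, starting fluorescence ratio at most library mean plus 5 SD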;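 further: more negative B-score means stronger inhibition of thallium flux through KCNK3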
Target sequence (O14649 whole entry, looked up): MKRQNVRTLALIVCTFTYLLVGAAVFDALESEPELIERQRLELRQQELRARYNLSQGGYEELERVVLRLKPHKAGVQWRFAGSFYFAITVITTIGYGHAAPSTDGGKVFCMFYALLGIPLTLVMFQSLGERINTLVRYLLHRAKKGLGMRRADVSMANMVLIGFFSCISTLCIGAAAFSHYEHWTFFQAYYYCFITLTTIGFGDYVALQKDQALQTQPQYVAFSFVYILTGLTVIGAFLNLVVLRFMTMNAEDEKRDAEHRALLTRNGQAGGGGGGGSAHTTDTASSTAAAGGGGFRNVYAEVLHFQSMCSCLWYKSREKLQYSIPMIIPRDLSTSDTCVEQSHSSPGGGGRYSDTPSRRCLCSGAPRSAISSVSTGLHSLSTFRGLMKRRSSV
RGS4 pot: RGS4 potentiation or activation; HEK293 M3R/inducible RGS4, carbachol calcium flux Fluo4; active compounds read low; B-score at 10 µM; 310,000 compounds, 0.92% hits;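 active means B-score of the integrated calcium signal more than 4 SD below the library mean, with starting fluorescence not abnormally high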;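 further: negative B-score means reduced calcium response which marks RGS4 activation or potentiation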
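Reagent: ECmax carbachol challenge; Test system: M3R-expressing HEK293 line, RGS4 induced by doxycycline; Schedule: overnight RGS4 induction, 30 min dye load 37 °C, 20 min compound RT; Detection: calcium dye Fluo4 fluorescence; Read-out: Agonist-evoked peak-minus-minimum fluorescence over baseline, integrated ratio, B score.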
KCNK9 block: inhibitors of human KCNK9 two-pore domain potassium channel. HEK293 KCNK9, FluxOR thallium flux fluorescence; active compounds read low. B-score at 10 µM. 310,000 compounds, 1.2% hits. AID 488922;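 active means ratio B-score over 3 SD below the library mean, with starting fluorescence within 5 SD of its mean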;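 further: negative B-score means less thallium flux so channel inhibition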
Target sequence (Q9NPC2 whole entry, looked up, the tested form may be a part): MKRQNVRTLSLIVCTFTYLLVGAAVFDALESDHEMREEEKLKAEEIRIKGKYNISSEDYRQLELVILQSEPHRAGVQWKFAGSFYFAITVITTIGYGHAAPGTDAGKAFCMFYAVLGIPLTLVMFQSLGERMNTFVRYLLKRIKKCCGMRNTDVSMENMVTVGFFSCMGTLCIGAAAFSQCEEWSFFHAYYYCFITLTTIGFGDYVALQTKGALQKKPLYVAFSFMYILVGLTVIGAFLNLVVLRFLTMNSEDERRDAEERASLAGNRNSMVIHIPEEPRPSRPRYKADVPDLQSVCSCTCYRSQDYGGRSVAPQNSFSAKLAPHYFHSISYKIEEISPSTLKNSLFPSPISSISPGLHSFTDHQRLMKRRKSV
* = called active by the depositor; i = inactive; ? = inconclusive; . = no result given. Hits appear at their usual frequency. About 6.3% of those tested had a hit in this group.

SMILES	KCNQ1 inh	hERG protect	TMEM16A inh	SKKanGAS inh	ANO1 activ	HDAC3 inhib	RGS4 block	KCNQ1 act	KCNK3 block	RGS4 pot	KCNK9 block
O=C(Nc1ncccc1O)c1ccc2c(c1)OCCO2	i	-12.0	i	-2.2	i	.	i	i	i	i	i
COc1ccc(NC(=S)N(Cc2ccc(C)cc2)Cc2ccccn2)cc1	i	2.4	i	16.9	i	.	i	i	i	i	i
Cc1cc2ccccn2c1C(=O)c1cccc(S(=O)(=O)N2CCOCC2)c1	i	-5.5	i	-2.6	i	5.8	i	i	i	i	i
Cc1ccc(N(Cc2cc3ccc(C)cc3[nH]c2=O)S(=O)(=O)c2ccccc2)c(C)c1	i	-7.4	i	12.2	i	-3.8	i	i	i	i	i
COc1ccc(C2Nc3ccccc3C(=O)N2NS(C)(=O)=O)cc1OC (stereo not given)	i	-6.8	i	-2.9	i	-8.4	i	i	i	i	i
O=C(COC(=O)Cc1ccccc1F)Nc1ccc(Cl)cn1	i	-2.5	i	-6.1	i	6.9	i	i	i	i	i
CCOc1cccc2cc(C(=O)NCc3cccnc3)c(=O)oc12	i	-6.5	i	.	i	-2.2	i	i	i	i	i
Cc1ccc(NC(=O)C2CCCN(C(=O)Nc3ccc(F)cc3)C2)cc1 (stereo not given)	i	-0.7	i	1.8	i	3.5	i	i	i	i	i
CC1CN(c2ccc(Oc3ccccc3)cc2)c2nc3c(c(=O)n(CC(N)=O)c(=O)n3C)n2C1 (stereo not given)	i	-12.1	i	-1.7	i	-5.0	i	i	i	i	i
Cc1ccc(C2CC(c3ccc(Cl)cc3)n3nc(N)nc3N2)cc1 (stereo not given)	i	-13.2	i	7.1	i	0.0	i	i	i	i	i
COc1ccc(Cl)cc1NC(=O)CSC1=NN2CCCC(=O)N=C2S1	i	-8.3	i	5.1	i	5.3	i	i	i	i	i
O=[N+]([O-])c1ccc(C2=Nn3c(Cn4nnc5ccccc54)nnc3SC2)cc1	i	-5.6	i	2.5	i	-2.6	i	i	i	i	i
CCn1ccnc1CNCc1cn(-c2cc(C)ccc2C)nc1-c1ccccc1	i	-7.2	i	?	i	3.6	i	i	i	i	i
Cc1cc(C)cc(N2C(=O)CSC2c2ccccn2)c1 (stereo not given)	i	-4.4	i	-8.0	i	-0.5	i	i	i	i	i
CC(C)(C)NC(=O)Cn1c(=O)oc2ccc(Cl)cc21	i	-3.5	i	1.1	i	-0.6	i	i	i	i	i
CCCCOc1ccc(-c2ncc(C(=O)O)c(C)n2)cc1	i	-1.5	i	0.5	i	3.7	i	i	i	i	i
CCC1Sc2ccccc2N(CC(=O)NC2CCCCC2)C1=O (stereo not given)	i	-9.9	i	3.2	i	-2.4	i	i	i	i	i
COc1ccc(CCNc2nc(-c3ccncc3)cs2)cc1OC	i	-9.0	i	-5.6	i	-2.0	i	i	i	i	i
COCCCNC(=O)CCn1nc(-c2ccc(Cl)cc2)ccc1=O	i	-1.8	i	-3.6	i	-7.9	i	i	i	i	i
O=C1S/C(=C\c2ccccc2)C(=O)N1CC(O)Cn1c2ccccc2c2ccccc21 (stereo not given)	i	-5.0	i	-7.6	i	-4.4	i	i	i	i	i
NC(=O)c1c(NC(=O)c2ccco2)sc2c1CCC2	i	2.5	i	-11.6	i	7.1	i	i	i	i	i
CCN(CC)C(=O)CN(Cc1ccccc1)S(=O)(=O)c1ccc(F)cc1	i	-11.4	i	1.2	i	-5.7	i	i	i	i	i
Cc1ccc(/C=C(/NC(=O)c2ccccc2)C(=O)NC(Cc2c[nH]c3ccccc23)C(=O)O)cc1 (stereo not given)	i	-7.7	i	-0.2	i	1.9	i	i	i	i	i
COC(=O)N/N=C/c1ccc(-c2ccccc2Cl)o1	i	-2.6	i	-6.1	i	9.7	i	i	i	i	i
CCOC(=O)CCCNC(=O)c1cncc(Br)c1	i	-12.6	i	13.3	i	-12.4	i	i	i	i	i
SMILES	KCNQ1 inh	hERG protect	TMEM16A inh	SKKanGAS inh	ANO1 activ	HDAC3 inhib	RGS4 block	KCNQ1 act	KCNK3 block	RGS4 pot	KCNK9 block
Cc1nn(Cc2c(Cl)cccc2Cl)c(C)c1NC(=O)c1cn(-c2ccccc2)nc1-c1ccccc1	i	-6.0	i	62.9*	i	-2.8	i	i	i	i	i
O=C1OC(Nc2nccs2)c2ccccc21 (stereo not given)	i	-10.3	i	3.9	i	1.2	i	i	i	i	i
COc1ccc(CCNC(=O)c2ccc([N+](=O)[O-])cc2)cc1	i	-3.8	i	9.0	i	-3.5	i	i	i	i	i
CCCNC(=O)COC(=O)c1ccc(-c2ccccc2)cc1	i	-4.0	i	-1.6	i	0.5	i	i	i	i	i
CC(CCc1ccccc1)NC(=O)COC(=O)c1cc(NS(=O)(=O)c2ccc(Cl)c([N+](=O)[O-])c2)ccc1O (stereo not given)	6*	-15.2	100*	25.9	i	3.2	i	i	i	i	i
Cc1ccc(-n2nnnc2CNC(=O)c2ccc([N+](=O)[O-])o2)cc1C	i	-9.6	i	-2.2	i	4.1	i	i	i	i	i
CCOC(=O)CSC1=Nc2ccccc2C2=NC(CC(=O)NCc3cccs3)C(=O)N12 (stereo not given)	i	-7.3	i	-1.5	i	8.2	i	i	i	i	i
CCCCc1cc(=O)oc2cc(OC(C)C(=O)NCCN3CCOCC3)c(Cl)cc12 (stereo not given)	i	-7.9	i	-9.4	i	-6.0	i	i	i	i	i
O=C(O)c1cccc(NC(=O)c2cc(-c3cccc(Cl)c3)nc3ccccc23)c1	i	-16.7	i	-23.8	i	2.3	i	i	i	i	i
COc1ccc(OCC#CCn2ccnc2)cc1	i	-9.8	i	5.0	i	4.7	i	i	i	i	i
C=CCN1C(=O)/C(=C/c2cccs2)S/C1=N\S(=O)(=O)c1ccc(F)cc1	i	-1.1	i	17.7	i	2.6	i	i	i	i	i
COc1ccc(CCN(C)C(=O)CNC(=O)c2ccccc2F)cc1OC	i	-16.3	i	-3.6	i	3.5	i	i	i	i	i
CCN(CC)C(=O)CSc1nc2sc3c(c2c(=O)n1-c1ccc(C)cc1)CC(C)(C)SC3	i	-6.8	i	13.3	i	-0.7	i	i	-17.3*	i	i
Cc1cc(C)nc(NC(=NCCc2c[nH]c3ccccc23)NC(=O)c2ccco2)n1	i	-20.6	i	36.5	i	-4.0	i	i	-9.01*	i	-15.2*
COc1ccc2c(c1)C(C)=CC(C)(C)N2C(=O)CSc1nnc(-c2ccc(C)cc2)o1	i	-3.9	i	11.4	i	10.8	i	i	i	i	i
COc1ccc(COC(=O)C2CCN(S(=O)(=O)c3ccc(C)cc3)CC2)cc1	i	-11.3	i	2.1	i	4.4	i	i	i	i	i
CCN(CC)S(=O)(=O)c1ccc(NS(=O)(=O)c2cccs2)cc1	i	-3.1	i	0.9	i	-6.9	i	i	i	i	i
Cc1cc(C)nc(Sc2nc(Nc3ccccc3)nc(Sc3nc(C)cc(C)n3)n2)n1	i	-7.7	i	4.8	i	-1.0	i	i	i	i	i
N#Cc1ccc(CSc2nnc(-c3cccnc3)n2-c2ccccc2)cc1	i	-7.8	i	-2.3	i	-0.2	i	i	i	i	i
NS(=O)(=O)c1ccc(CCNS(=O)(=O)c2cccc3nsnc23)cc1	i	0.1	i	4.9	i	4.3	i	i	i	i	i
Fc1ccc2nc3c(nc2c1)CCCC3	i	-7.3	i	5.5	i	0.8	i	i	i	i	i
O=C1C2C3c4ccccc4C(c4ccccc43)[C@@H]2C(=O)N1c1cccnc1 (stereo not given in full)	i	-9.2	i	1.1	i	1.0	i	i	i	i	i
N#Cc1ccsc1NC(=O)c1ccccn1	i	-14.3	i	-10.3	i	6.9	i	i	i	i	i
COc1ccc(CNC(=O)COc2ccc(S(=O)(=O)N3CCOCC3)cc2)cc1	i	-2.7	i	-4.9	i	-0.8	i	i	i	i	i
CSc1nc2c(cnn2-c2ccccc2)c(=O)n1N	i	-9.3	i	0.6	i	8.8	i	i	i	i	i
SMILES	KCNQ1 inh	hERG protect	TMEM16A inh	SKKanGAS inh	ANO1 activ	HDAC3 inhib	RGS4 block	KCNQ1 act	KCNK3 block	RGS4 pot	KCNK9 block
O=C(c1ccccc1)N1CCN2C(=O)c3ccccc3C12c1ccc(Cl)cc1 (stereo not given)	i	-6.0	i	-1.9	i	-3.4	i	i	i	i	i
Cc1ccc(NC(=O)CSc2nnc(Cn3c(=O)sc4ccccc43)n2C)cc1Cl	i	-9.9	i	4.0	i	1.5	i	i	i	i	i
CN(C)S(=O)(=O)c1cccc(COC(=O)Cc2c(F)cccc2Cl)c1	i	-11.3	i	-9.4	i	2.0	i	i	i	i	i
O=[N+]([O-])c1ccc(-c2cn(-c3ccc(Cl)cc3)c(=S)[nH]2)cc1	i	-1.9	i	-5.9	i	-5.0	i	i	i	i	i
COC(=O)c1c(NC(=O)C(=O)N2CCCC2)sc2c1CC(C)(C)OC2	i	-8.7	i	4.6	i	4.0	i	i	i	i	i
O=c1sc2ccccc2c(N2CCCCC2)c1[N+](=O)[O-]	i	-10.0	i	-5.8	i	9.3	i	i	i	i	i
N#Cc1nc(-c2cccc3ccccc23)oc1N1CCCCC1	i	-8.8	i	1.2	i	-6.0	i	i	i	i	i
CN1C(=O)N(CN2CCCCC2)C2C1N(C)C(=O)N2CN1CCCCC1 (stereo not given)	i	-6.2	i	-14.0	i	-0.8	i	i	i	i	i
CC1(c2ccccc2Cl)NC(=O)N(CC(=O)Nc2ccc3c(c2)OCO3)C1=O (stereo not given)	i	2.8	i	-8.1	i	0.8	i	i	i	i	i
Cc1ccc(NC(=O)CN2C(=O)CC(C)S(=O)(=O)c3ccccc32)cc1 (stereo not given)	i	-6.5	i	3.4	i	2.8	i	i	i	i	i
CCCCC(=O)NS(=O)(=O)c1ccc(N=NN2CCCCC2)cc1	i	-5.1	i	1.1	i	4.6	i	i	i	i	i
O=C(NC(=S)N1CCN(C/C=C/c2ccccc2)CC1)c1ccc(F)cc1	i	0.6	i	-2.7	i	5.8	i	8*	i	i	i
COc1ccc(C2CC(c3ccccc3)=NN2c2ccc(S(N)(=O)=O)cc2)cc1 (stereo not given)	i	-9.6	i	?	i	-69.6	i	i	i	i	i
CNC(=S)NNC(=O)c1sc2cc(C(F)(F)F)cnc2c1-c1cccnc1	i	-9.1	i	-9.6	i	2.7	i	i	i	i	i
COc1ccc2c(c1)CCc1c(C(=O)NCC(C)C)noc1-2	i	-10.4	i	-1.4	i	6.9	i	i	i	i	i
O=C(Nc1ccc(NC(=O)c2ccc3c(c2)OCCO3)cc1)c1ccccc1	i	-4.9	i	10.7	i	0.9	i	i	i	i	i
Cc1ccc2nc(NC(=O)C3CCN(c4ncnc5sc(C)c(C)c45)CC3)sc2c1	i	-10.0	i	26.5	i	-0.2	i	i	i	i	i

Screening results from PubChem BioAssay.
